Screening data as filed in PubChem.
MEP2-GFP yeast = modulators of MEP2-GFP levels in yeast, primary screen, S. cerevisiae, multiplex flow cytometry, MLPCN library; S. cerevisiae MEP2-GFP strain, 3 h; 100% = DMSO control level; GFP response vs DMSO, % at 10 µM; 330,000 tested, 0.51% active;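 active means GFP response versus DMSO above a set limit, roughly screen mean plus 3 SD, cut at about 180% in these data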;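 further: median GFP fluorescence of the barcode-gated MEP2-GFP cells per well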
procasp3 activ = activators of human procaspase-3 D3A mutant, primary screen, biochemical, absorbance, PC-3 D3A mutant, single concentration. Caspase-3 (Homo sapiens), P42574. recombinant procaspase-3 D3A, Ac-DEVD-pNA absorbance 405 nm. activation, % at 8.5 µM. 330,000 tested, 0.11% active. AID 463141, 2010;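 active means activation above the mean of all tested compounds plus 3 SD, cut at about 21% in these data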;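 further: 0% = DMSO alone and 100% = DMSO wells spiked with extra 5 µM PC-3 D3A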
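Test system: Procaspase-3 D3A mutant, all three cleavage aspartates alanine | Dosing: Single dose, 8.5 µM nominal compound, 0.8% DMSO | Schedule: 1 h preincubation, 2 h reaction | Technique: 405 nm absorbance of p-nitroaniline, reads at 0 and 120 min | Repeats: One well per compound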
LAP4 TOR yeast = modulators of LAP4-GFP expression in yeast, primary screen, S. cerevisiae, multiplex flow cytometry, MLPCN library; 3 h; median GFP as percent of DMSO wells; GFP response vs DMSO, % at 10 µM; 320,000 tested, 0.34% active; AID 2023, 2009;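 active means GFP response vs DMSO above a set limit, about the screen mean plus 3 SD, cut at about 150% in these data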
RPL19A TOR yeast = RPL19A-GFP expression modulators in yeast, primary screen, cell-based, S. cerevisiae, multiplex flow cytometry, MLPCN. S. cerevisiae RPL19A-GFP strain, 3 h; stronger effect = lower value. percent response vs DMSO, % at 10 µM. 330,000 tested, 0.3% active;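 active means percent response vs DMSO below 50%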;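 further: median channel GFP fluorescence of the barcoded RPL19A-GFP strain; ratio of sample median GFP to plate DMSO average so 100% = DMSO; lower means less RPL19A-GFP as with rapamycin TOR inhibition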
AGP1-GFP MLPCN = modulators of AGP1-GFP expression in yeast TOR pathway, primary screen, cell-based, multiplex flow cytometry, S. cerevisiae, MLPCN library | 3 h; GFP as percent of DMSO wells | AID 2066, 2009 | 320,000 tested, 0.02% active | GFP response vs DMSO, % at 10 µM;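 active means GFP response relative to DMSO above a set limit, near screen average plus 3 SD, cut at about 150% in these data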;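 further: median GFP channel fluorescence of the gated AGP1 strain per well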
procasp7 counter = procaspase-7 activators, primary screen, counter-screen for procaspase-3 activator project, biochemical, absorbance, HTS, human | activation, % at 8.5 µM | Caspase-7 (Homo sapiens), P55210 | recombinant procaspase-7, Ac-DEVD-pNA absorbance 405 nm; D23A/D198A/D206A triple mutant, cannot self-cleave; scale: DMSO 0, 5 µM enzyme 100 | 330,000 tested, 0.093% active;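 active means percent activation above the screen-wide mean plus 3 SD, cut at about 25% in these data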
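Assay system: Uncleavable procaspase-7 mutant enzyme | Input: 2 µM procaspase-7 mutant as dispensed | Timing: 1 h compound preincubation, 2 h substrate cleavage, 25 °C | Repeats: One well per compound | Control set: DMSO wells as 0%, DMSO with 5 µM added PC-7 as 100% | Technique: Epi-absorbance of released pNA at 405 nm, two timepoints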
CIT2 TOR yeast = modulators of CIT2-GFP expression in yeast, primary screen, S. cerevisiae, GFP fusion, multiplex flow cytometry, MLPCN library; AID 2029, 2009; S. cerevisiae CIT2-GFP strain, 3 h; 100 means same as DMSO wells; 320,000 tested, 0.065% active; GFP response vs DMSO, % at 10 µM;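 active means GFP response relative to DMSO above a set limit, near the screen mean plus 3 SD, cut at about 150% in these data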;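 further: ratio of well median GFP fluorescence to mean of DMSO wells on the plate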
AHR act = AHR activators, primary screen, cell-based, luminescence, luciferase reporter, human | AHR-responsive luciferase reporter cells | 320,000 tested, 2.5% active | AID 2796, 2010 | activation, % at 5 µM | Aryl hydrocarbon receptor (Homo sapiens), P35869; in the data active means activation above about 47%;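 further: 0% = vehicle wells and 100% = reference agonist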
Target sequence (P35869 whole entry, looked up): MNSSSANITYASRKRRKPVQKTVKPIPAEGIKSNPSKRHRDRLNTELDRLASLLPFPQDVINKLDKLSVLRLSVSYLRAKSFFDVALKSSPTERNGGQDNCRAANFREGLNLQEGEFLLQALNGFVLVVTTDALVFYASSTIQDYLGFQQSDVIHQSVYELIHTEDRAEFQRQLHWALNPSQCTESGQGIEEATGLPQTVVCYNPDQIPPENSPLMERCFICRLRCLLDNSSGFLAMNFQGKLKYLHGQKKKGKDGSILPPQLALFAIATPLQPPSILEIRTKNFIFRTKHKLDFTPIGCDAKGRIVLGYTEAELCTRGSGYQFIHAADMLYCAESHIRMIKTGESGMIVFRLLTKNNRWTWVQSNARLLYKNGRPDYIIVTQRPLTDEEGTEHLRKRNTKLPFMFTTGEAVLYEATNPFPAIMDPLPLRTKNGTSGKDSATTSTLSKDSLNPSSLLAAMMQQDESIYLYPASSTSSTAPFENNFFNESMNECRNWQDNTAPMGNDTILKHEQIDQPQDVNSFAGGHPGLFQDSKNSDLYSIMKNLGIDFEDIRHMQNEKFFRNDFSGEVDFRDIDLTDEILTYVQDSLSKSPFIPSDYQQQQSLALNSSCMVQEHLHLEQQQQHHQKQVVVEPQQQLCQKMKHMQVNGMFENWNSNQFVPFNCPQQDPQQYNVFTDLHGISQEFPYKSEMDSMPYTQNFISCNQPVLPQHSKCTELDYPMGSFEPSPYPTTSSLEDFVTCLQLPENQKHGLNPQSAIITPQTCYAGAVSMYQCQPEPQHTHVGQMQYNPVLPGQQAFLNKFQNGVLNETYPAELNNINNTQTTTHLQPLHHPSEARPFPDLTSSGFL
An asterisk follows results filed as active; x = not tested or not shown.

SMILES | MEP2-GFP yeast | procasp3 activ | LAP4 TOR yeast | RPL19A TOR yeast | AGP1-GFP MLPCN | procasp7 counter | CIT2 TOR yeast | AHR act
COc1cccc(OC)c1C(=O)Nc1nnc(-c2ccc(F)cc2)s1 | 94.8 | -5.3 | 89.7 | 100.8 | 95.6 | -1.8 | 89.1 | 73.6*
OC(CNCc1ccco1)Cn1c2ccc(Br)cc2c2cc(Br)ccc21 (configuration not stated) | 100.4 | 8.3 | 93.8 | 105.8 | 86.0 | -3.5 | 87.5 | 0.4
CCOc1ccc(S(=O)(=O)NCCC(=O)N2CC(C)OC(C)C2)cc1 (configuration not stated) | 106.7 | -2.0 | 100.4 | 104.7 | 111.3 | 1.1 | 103.8 | 2.1
NC(=O)COC(=O)c1oc2ccccc2c1CSc1ccc(Cl)cc1 | 95.3 | 11.6 | 89.8 | 105.2 | 100.3 | -4.6 | 100.9 | -2.4
COc1ccc2[nH]c3nc(SCc4nnc(-c5ccccc5)o4)nnc3c2c1 | 101.2 | 1.6 | 102.2 | 99.4 | 102.2 | 5.2 | 96.9 | -3.3
Cc1ccc(CCNS(=O)(=O)c2cc3c(cc2Cl)NC(=O)CO3)cc1 | 101.4 | 1.9 | 107.4 | 98.0 | 103.6 | 8.1 | 96.0 | 3.3
O=C(NCCCN1CCOCC1)C1CCN(S(=O)(=O)c2ccccc2)CC1 | 96.3 | 16.8 | 99.4 | 101.2 | 105.2 | 2.8 | 105.4 | -0.1
Cc1ccc(C(=O)CCC(=O)Nc2cc(C)ccn2)cc1 | 101.9 | -3.8 | 97.3 | 97.5 | 94.8 | -10.1 | 84.9 | 4.1
Cc1cccc2cc(CN(Cc3cccs3)S(=O)(=O)c3ccc4c(c3)OCCO4)c(=O)[nH]c12 | 99.4 | 16.7 | 94.9 | 96.8 | 98.6 | 0.5 | 100.0 | 20.8
N#Cc1ccc(CSc2nnc(-c3ccncc3)o2)cc1 | 103.4 | 1.1 | 104.9 | 96.7 | 96.8 | 4.0 | 97.8 | -2.6
N#Cc1ccc(/C=N/N=C(N)N)cc1 | 91.3 | -1.3 | 82.1 | 95.2 | x | 3.6 | 102.1 | 7.6
O=C(CN(c1ccc2c(c1)OCCO2)S(=O)(=O)c1ccccc1)NCc1ccco1 | 103.5 | -2.7 | 102.1 | 101.3 | 104.7 | -4.4 | 98.0 | 1.3
COCc1cc(OC)nc(-c2csc(C)n2)n1 | 106.3 | 5.3 | 114.3 | 97.3 | 96.0 | 7.8 | 97.7 | 0.0
CN(C)c1ccc(/C=C2\C(=N)N3N=C(CC(=O)N4CCCCC4)SC3=NC2=O)cc1 | 141.2 | -14.0 | 108.2 | 96.8 | 87.2 | -1.4 | 123.6 | 1.1
O=C(OCc1cc(=O)oc2cc(O)ccc12)c1cc(S(=O)(=O)N2CCOCC2)ccc1F | 106.7 | -27.6 | 104.9 | 99.9 | 106.2 | -18.2 | 96.9 | 7.0
COc1cccc(C2SCC(=O)N2c2ccc(C)cc2)c1OC (configuration not stated) | 81.2 | 6.8 | 87.9 | 88.5 | 90.1 | -0.4 | 89.9 | 0.1
COc1ccc(N2CCN(C(=O)c3ccc(Cn4c(=S)[nH]c5ccc(N6CCOCC6)cc5c4=O)cc3)CC2)cc1 | 103.4 | 1.5 | 101.1 | 99.8 | 104.4 | -8.4 | 104.6 | 11.7
CN(C)c1cc(-c2cccc([N+](=O)[O-])c2)oc(=O)c1Cl | 101.1 | 0.0 | 110.8 | 99.9 | 102.5 | 5.1 | 97.4 | 3.9
COc1ccc(N2CCN(C(=O)COC(=O)Cc3cccc(OC)c3)CC2)cc1 | 101.2 | -11.1 | 98.9 | 94.7 | 89.4 | -4.8 | 94.7 | -0.2
Cn1c(=O)c2c(ncn2CC(COCc2ccccc2)OCc2ccccc2)n(C)c1=O (configuration not stated) | 109.0 | -3.6 | 102.8 | 102.9 | 98.5 | 3.5 | 99.5 | -2.7
Cn1c(NCCN(CCO)CCCc2ccc([N+](=O)[O-])cc2)cc(=O)n(C)c1=O | 101.7 | -0.3 | 108.4 | 98.0 | 102.7 | 0.7 | 97.6 | -1.4
COc1ccc(NC(=O)CCOc2ccccc2)cc1 | 97.8 | 1.6 | 104.4 | 100.2 | 98.3 | 1.3 | 95.8 | 6.2
CCOc1cc(N2CCOCC2)c(OCC)cc1NC(=O)c1cc(-c2ccco2)nc2ccccc12 | 102.2 | -6.7 | 95.7 | 95.6 | 103.1 | -10.2 | 103.5 | 1.1
O=C(c1ccco1)N1CCN(c2ccc(Cl)c(Cl)c2)CC1 | 92.1 | 2.4 | 127.7 | 92.0 | 78.5 | -1.8 | 75.9 | -5.3
CS(=O)(=O)N1CCN(c2nc(-c3ccc(F)cc3)cs2)CC1 | 98.3 | -6.6 | 106.0 | 95.8 | 95.5 | 2.0 | 94.3 | 2.0

Some of the entries so far, with tabs:
Compound	MEP2-GFP yeast	procasp3 activ	LAP4 TOR yeast	RPL19A TOR yeast	AGP1-GFP MLPCN	procasp7 counter	CIT2 TOR yeast	AHR act
CCOc1cc(N2CCOCC2)c(OCC)cc1NC(=O)c1cc(-c2ccco2)nc2ccccc12	102.2	-6.7	95.7	95.6	103.1	-10.2	103.5	1.1
O=C(CN(c1ccc2c(c1)OCCO2)S(=O)(=O)c1ccccc1)NCc1ccco1	103.5	-2.7	102.1	101.3	104.7	-4.4	98.0	1.3
COc1ccc(N2CCN(C(=O)COC(=O)Cc3cccc(OC)c3)CC2)cc1	101.2	-11.1	98.9	94.7	89.4	-4.8	94.7	-0.2

3 entries already listed, arranged by their value in procasp3 activ, largest number first:
canonical_smiles	procasp3 activ
COc1cccc(C2SCC(=O)N2c2ccc(C)cc2)c1OC (configuration not stated)	6.8
CCOc1ccc(S(=O)(=O)NCCC(=O)N2CC(C)OC(C)C2)cc1 (configuration not stated)	-2.0
COc1cccc(OC)c1C(=O)Nc1nnc(-c2ccc(F)cc2)s1	-5.3

New compounds follow
SMILES | MEP2-GFP yeast | procasp3 activ | LAP4 TOR yeast | RPL19A TOR yeast | AGP1-GFP MLPCN | procasp7 counter | CIT2 TOR yeast | AHR act
CC1=C(C(=O)OC2CCCCC2)C(c2ccc(C)o2)C2=C(CCCC2=O)N1 (configuration not stated) | 102.1 | 2.1 | 92.8 | 94.4 | 88.1 | -4.0 | 93.9 | -2.3
Cc1nn(-c2ccc(Cl)cc2Cl)c(=O)c2ccccc12 | 100.4 | -3.9 | 121.8 | 97.7 | 100.1 | 16.6 | 93.7 | 0.1
CC(=O)N(c1ccccc1C)C1CCCC1 | 94.3 | -1.3 | 87.0 | 103.9 | 99.7 | 6.2 | 106.8 | -1.1
COC(=O)c1ccsc1NC(=O)c1ccc2c(c1)OCCO2 | 108.2 | 9.3 | 97.5 | 101.3 | 101.8 | 9.3 | 97.0 | 10.3
CCN(CC)CCCn1c2c(c(SCC(=O)Nc3ccc(F)c(F)c3)nc1=O)CCC2 | 99.7 | -0.5 | 119.5 | 99.4 | 111.2 | 11.6 | 104.9 | 1.4
COC(=O)CN1C(=O)[C@H]2[C@@H](/C=C/c3ccccc3)N3C(=O)CN(CC4CC4)C(=O)[C@@]3(Cc3ccccc3)[C@H]2C1=O | 92.5 | 4.9 | 107.4 | 92.5 | 74.6 | 2.2 | 65.6 | 0.0
COc1ccc(CNC(=O)[C@H](Cc2ccccc2)NC(=O)C2CCNCC2)cc1 | 113.6 | -0.1 | 98.5 | 105.2 | 105.7 | -2.5 | 105.9 | 1.8
O=C(C1CCN(c2nc(-c3ccccc3)nc3c2CCC3)CC1)N1CCCC1 | 102.5 | 4.7 | 96.6 | 107.2 | 102.8 | 8.6 | 112.5 | 1.0
CN(C)CCN(C(=O)CN1C(=O)c2ccccc2C1=O)c1nc2cc3c(cc2s1)OCO3 | 97.6 | 10.2 | 100.5 | 97.7 | 103.8 | -8.3 | 100.7 | 4.6
CNc1ccc(C(=O)OCC(=O)NC(=O)NC2CCCCC2)cc1[N+](=O)[O-] | 96.0 | -3.8 | 96.0 | 93.5 | 95.9 | 3.5 | 93.5 | -0.3
O=C(CCSCc1ccc(Cl)cc1)NCCc1ccccc1 | 111.1 | -6.0 | 107.7 | 110.1 | 103.7 | -0.8 | 96.3 | 3.7
CN(C)c1ccc(C(=O)OCC(=O)NC2CCCCCC2)cc1 | 99.4 | -1.2 | 110.4 | 93.8 | 97.7 | 5.2 | 90.3 | 1.4
C=CCNC(=O)CSc1nnc(-c2ccncc2)n1CCc1ccccc1 | 94.8 | 1.9 | 85.4 | 96.0 | 93.8 | -3.7 | 91.4 | 0.4
CSc1nc2ncc(C(=O)O)c(N)n2n1 | 108.8 | -1.1 | 105.5 | 104.6 | 110.5 | -0.7 | 107.1 | -3.1
CNc1nc(Sc2cccc(C(F)(F)F)c2)cc(C(F)(F)F)n1 | 113.2 | 2.3 | 83.8 | 103.3 | 108.3 | 4.5 | 117.1 | 1.4
CSc1nncc(-c2ccc(F)cc2)n1 | 97.6 | 6.5 | 99.1 | 98.2 | 93.4 | 2.1 | 94.3 | -5.3
O=C(C1CCN(S(=O)(=O)c2cccc3cccnc23)CC1)N1CCN(c2ccccn2)CC1 | 84.5 | 1.6 | 95.9 | 97.5 | 95.6 | 6.7 | 88.9 | 13.1
CN(C)c1ccnc2sc3c(=O)n(Cc4ccccc4)cnc3c12 | 110.3 | 0.2 | 110.7 | 102.7 | 111.0 | 11.0 | 102.7 | 2.6
C=CCn1c(COc2ccccc2F)nnc1SCC(=O)Nc1cc2oc3ccccc3c2cc1OC | 120.5 | -4.7 | 105.0 | 103.7 | 97.4 | 2.2 | 95.0 | 25.3
CC(C)(C)c1ccc(OCC(O)CN2CCCC2)cc1 (configuration not stated) | 110.3 | -1.3 | 94.3 | 106.3 | 100.9 | -14.2 | 99.7 | 0.9
CCn1c(SCC(=O)Nc2nonc2C)nnc1-c1ccco1 | 103.4 | -3.6 | 87.8 | 97.7 | 102.3 | 1.2 | 101.5 | -0.9
O=C1OC(c2ccccc2)c2ccc3ccccc3c21 (configuration not stated) | 102.6 | 11.0 | 86.8 | 98.2 | 95.1 | 6.2 | 95.8 | 1.1
N#Cc1nc(-c2ccc(OCc3ccc(Cl)cc3)cc2)oc1N1CCC(C(N)=O)CC1 | 103.6 | 0.5 | 105.7 | 103.2 | 105.2 | -5.1 | 110.8 | 1.0
CCOc1ccccc1NC(=O)CCS(=O)(=O)c1ccc(OC)cc1 | 102.1 | 6.0 | 92.4 | 100.8 | 98.2 | 9.1 | 100.9 | 4.5
CSCC[C@H](NC(=O)OC(C)(C)C)C(=O)N1CCC(C(=O)N[C@@H](C)C(=O)NCc2ccc(F)cc2)CC1 | 105.9 | 13.2 | 103.4 | 96.5 | 99.2 | -7.6 | 99.5 | -1.4
